rCAG binder: binds r(CAG) RNA repeats; r(CAG) RNA repeat, TO-PRO-1 dye displacement fluorescence; inhibition, % at 3 µM; 1.3% of 370,000 active;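 active means inhibition above the plate cutoff, the mean of all test compounds on that plate plus 3 SD, cut at about 35% in these data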;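 further: 0% = DMSO alone and 100% = 100 µM mitoxantrone as full dye displacement; higher means more dye released from RNA so lower well fluorescence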
NPR2 activator: GC-B (human) receptor activation; P20594; HEK293-GC-B cells, CNP EC30, cGMP TR-FRET; 0% at EC30 CNP, 100% saturating CNP; activation, % at 10 µM; 0.11% of 370,000 active; AID 1920062;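 active means activation at 10 µM reaching about 35% in either raw or pattern-adjusted values, limit read from the data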
TCR-CD3 inh: blocks the human TCR-CD3 interaction | TAMRA-labeled TCR probe fluorescence, biochemical | inhibition, % at 9.4 µM | 0.37% of 360,000 active | AID 651800; in the data active means inhibition above about 19%;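 further: recombinant mutant TCR 2C K166C tagged with TAMRA read by polarization; 0% = receptor in buffer alone and 100% = receptor with positive control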
PRMT1 inh: PRMT1 (human) inhibition, primary screen; recombinant PRMT1, activity-based probe fluorescence polarization; inhibition, % at 2.79 µM; 1.3% of 370,000 active; AID 652257;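 active means inhibition above about 21% made by adding two undisclosed values, limit read from the data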
mABHD4 FP: inhibitors of mouse ABHD4; Q8VD66; purified mABHD4, FP-Rh probe fluorescence polarization; inhibition, % at 8.92 µM; 0.54% of 370,000 active;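 active means inhibition exceeding the mean over every tested compound plus 3 SD, cut at about 30% in these data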;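 further: 0% = plate median of compound wells and 100% = S159A mutant with DMSO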
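assay system = mABHD4 protein | compound dosing = single nominal dose of 8.92 µM, 0.89% DMSO final | read-out basis = percent inhibition of probe binding, normalized to plate controls | schedule = Enzyme–compound pre-incubation 45 min, then probe 60 min, both 25 °C | detection = fluorescence polarization, excitation 525 nm, emission 598 nm, BODIPY TMR filters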
UHRF1 binding: human UHRF1 methylated DNA binding inhibitors. UHRF1 binding to methylated oligo, TR-FRET. inhibition, % at 4.4 µM. 0.75% of 370,000 active. AID 687016; in the data active means inhibition above about 21%;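 further: UHRF1 SRA domain binding a hemimethylated CpG hairpin DNA probe; 0% = median of test compound wells and 100% = reference inhibitor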
GC-A act: GC-A (human) enzyme activation. HEK293 GC-A cells, cGMP TR-FRET, EC30 ANP; 0% at EC30 ANP, 100% saturating ANP. 0.14% of 370,000 active. activation, % at 10 µM; in the data active means activation above about 40%
MBD2 inh: inhibitors of human MBD2 binding to methylated oligonucleotide; 0.31% of 370,000 active; Q9UBB5; AID 686964; TR-FRET; inhibition, % at 4.4 µM; in the data active means inhibition above about 13%
Target sequence (Q9UBB5 whole entry, looked up): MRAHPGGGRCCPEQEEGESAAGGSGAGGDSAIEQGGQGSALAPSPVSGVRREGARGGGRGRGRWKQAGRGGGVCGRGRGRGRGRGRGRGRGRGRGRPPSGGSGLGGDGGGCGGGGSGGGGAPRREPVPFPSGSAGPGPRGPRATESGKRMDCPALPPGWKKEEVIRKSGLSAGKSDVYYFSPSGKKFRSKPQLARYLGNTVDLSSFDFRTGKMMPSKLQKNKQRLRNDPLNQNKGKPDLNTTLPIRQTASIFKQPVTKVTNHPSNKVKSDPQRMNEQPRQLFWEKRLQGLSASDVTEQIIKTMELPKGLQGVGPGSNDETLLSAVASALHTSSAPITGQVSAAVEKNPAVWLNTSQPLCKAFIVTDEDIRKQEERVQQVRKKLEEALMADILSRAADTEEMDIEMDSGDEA
SIAE primary: blocks human sialic acid acetylesterase; 0.69% of 370,000 active; inhibition, % at 9.66 µM; AID 1053197; SIAE FP-Rh probe binding, fluorescence polarization;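 active means inhibition above a cutoff: mean of compounds within the control limits plus 3 SD of those, cut at about 17% in these data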;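 further: 0% = plate median of compound wells and 100% = probe without SIAE protein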
Target sequence (Q9HAT2 whole entry, looked up): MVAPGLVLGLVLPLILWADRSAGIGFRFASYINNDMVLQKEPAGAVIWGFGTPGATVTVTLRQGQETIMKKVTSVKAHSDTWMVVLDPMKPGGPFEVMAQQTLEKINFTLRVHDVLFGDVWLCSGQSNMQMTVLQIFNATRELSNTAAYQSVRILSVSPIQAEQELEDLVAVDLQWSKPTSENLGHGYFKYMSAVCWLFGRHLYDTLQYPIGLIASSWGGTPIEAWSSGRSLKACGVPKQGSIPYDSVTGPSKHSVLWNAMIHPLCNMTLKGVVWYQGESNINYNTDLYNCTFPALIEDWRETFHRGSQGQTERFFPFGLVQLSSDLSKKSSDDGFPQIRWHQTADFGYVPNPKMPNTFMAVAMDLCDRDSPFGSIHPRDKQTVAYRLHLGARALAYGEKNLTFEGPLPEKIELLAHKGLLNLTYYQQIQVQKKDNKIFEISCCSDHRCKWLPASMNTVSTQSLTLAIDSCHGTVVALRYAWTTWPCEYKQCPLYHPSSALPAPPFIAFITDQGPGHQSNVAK
HTRA1 inhibitor: blocks human HTRA1 serine peptidase; Q92743; recombinant HTRA1, FP-rhodamine activity-based probe, fluorescence polarization; inhibition, % at 5.96 µM; 0.5% of 340,000 active; AID 504803; in the data active means inhibition above about 36%;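 further: 0% = enzyme with DMSO and 100% = wells lacking enzyme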
An asterisk follows results filed as active; · = not tested or not shown. Some of the compounds tested; count on the stated rates, not on these rows.

SMILES	rCAG binder	NPR2 activator	TCR-CD3 inh	PRMT1 inh	mABHD4 FP	UHRF1 binding	GC-A act	MBD2 inh	SIAE primary	HTRA1 inhibitor
Cc1cc(C)cc(N(CC(=O)NC2CCCCC2)C(=O)c2csnn2)c1	2	0	-5	2	0	2	-3	1	7	7
CC(C)CCNC(=O)CN(CCCN1CCOCC1)C(=O)Cn1nnc(-c2ccc(F)cc2)n1	-7	-1	-2	-3	5	2	3	6	0	0
CCC/C(=N/NC(=O)c1nnn(-c2nonc2N)c1CN1CCCCC1)c1ccccc1	3	-7	2	-4	-1	-1	-2	3	1	-8
COc1cc(C(=O)NC2CCCCC2)ccc1OC1CCN(C(C)=O)CC1	-7	1	3	-1	3	-2	-3	-2	-2	0
O=C(NCc1csc(-c2cccs2)n1)Nc1cccc(Cl)c1	3	2	-6	8	-10	6	4	1	-7	-4
COc1ccc(OCc2nnc(SCC(=O)NCc3ccco3)o2)cc1	-2	-3	2	-4	-7	1	-4	-5	2	5
COc1ccc(Nc2cc(C)c3ccccc3n2)cc1	0	-5	-9	3	8	1	3	1	3	5
O=C(NCc1ccc2c(c1)OCO2)C1CCC(CNS(=O)(=O)c2ccccc2)CC1 (centres undefined)	-2	6	4	-6	-4	1	1	-1	-2	0
Cc1cccc(NS(=O)(=O)c2ccc3oc(=O)ccc3c2)c1C	2	-2	-4	-1	-10	3	-1	1	-5	-1
Cn1c(-c2ccccc2)c(C(=O)CCl)c2ccccc21	0	-2	1	2	-3	0	-6	4	-2	-13
Cc1ccc(C(C)n2cc(C(=O)NCCN3CCN(C)CC3)nn2)cc1 (centres undefined)	-2	5	1	-2	-1	4	1	-1	-1	-5
COc1cccc(NC(=O)COc2ccc(Br)c(C)c2)c1	-1	0	1	0	-16	0	2	0	1	-24

Part of the list above in a different format:
molecule | rCAG binder | NPR2 activator | TCR-CD3 inh | PRMT1 inh | mABHD4 FP | UHRF1 binding | GC-A act | MBD2 inh | SIAE primary | HTRA1 inhibitor
Cc1cc(C)cc(N(CC(=O)NC2CCCCC2)C(=O)c2csnn2)c1 | 2 | 0 | -5 | 2 | 0 | 2 | -3 | 1 | 7 | 7
CC(C)CCNC(=O)CN(CCCN1CCOCC1)C(=O)Cn1nnc(-c2ccc(F)cc2)n1 | -7 | -1 | -2 | -3 | 5 | 2 | 3 | 6 | 0 | 0
CCC/C(=N/NC(=O)c1nnn(-c2nonc2N)c1CN1CCCCC1)c1ccccc1 | 3 | -7 | 2 | -4 | -1 | -1 | -2 | 3 | 1 | -8
COc1cc(C(=O)NC2CCCCC2)ccc1OC1CCN(C(C)=O)CC1 | -7 | 1 | 3 | -1 | 3 | -2 | -3 | -2 | -2 | 0
O=C(NCc1csc(-c2cccs2)n1)Nc1cccc(Cl)c1 | 3 | 2 | -6 | 8 | -10 | 6 | 4 | 1 | -7 | -4

Other records
SMILES	rCAG binder	NPR2 activator	TCR-CD3 inh	PRMT1 inh	mABHD4 FP	UHRF1 binding	GC-A act	MBD2 inh	SIAE primary	HTRA1 inhibitor
Cc1cc(C)n2nc(SCC(=O)Nc3ccc(F)cc3[N+](=O)[O-])nc2n1	2	0	0	8	-2	4	-1	7	8	2
Cc1ccc(S(=O)(=O)CC2CSc3nnc(C)c(=O)n32)cc1 (centres undefined)	1	-3	-2	5	-4	5	-2	6	-4	10
Cc1c(NC(=O)C(C)Oc2ccc(Br)cc2Cl)c(=O)n(-c2ccccc2)n1C (centres undefined)	-8	0	5	-1	0	-2	0	-1	4	7
CCCCCOc1ccc(CSCCNC(=S)Nc2ccccc2)cc1	-3	1	-2	1	-4	0	3	-6	-3	-12
COc1ccc(NC(=O)COC(=O)C23CCC(=O)N2c2ccccc2S3)cc1 (centres undefined)	0	-1	-2	2	7	-1	1	-7	5	-10
CC(C)CNC(=S)NNC(=O)c1ccccc1OC(F)F	0	3	1	4	6	1	1	-1	4	3
Cn1c(Cc2csc(N)n2)nnc1SCC(=O)NC1CCCCC1	1	2	6	-5	4	0	-2	-7	-2	6
O=C(COC(=O)c1cc(=O)[nH]c2ccccc12)NC1CCCCC1	2	6	-4	-2	-1	-4	0	-5	5	9
COc1ccc(Cl)cc1NC(=O)COC(=O)CCc1cc(OC)c(OC)c(OC)c1	-4	4	-5	3	0	3	-1	3	-3	-9
CCOc1ccc(N(CC(=O)NC2CCCCC2)C(=O)CNC(=O)c2cccs2)cc1	-8	-1	6	-3	-2	-2	-2	-5	-2	-3
O=C(NC(=S)Nc1ccccc1Cl)c1csnn1	7	·	3	3	17	-3	·	7	8	0
CCOC(=O)c1c(NC(=O)c2cccs2)sc(C)c1C	1	-16	-2	-2	2	4	-5	-2	-1	7
CCOc1ccc(C/C(O)=C2\C(=O)CC(C)(C)CC2=NCC(=O)O)cc1OCC	7	4	1	0	-5	-3	0	0	-3	·
O=C(CNc1cccc([N+](=O)[O-])c1)NC(=O)NC1CCCCC1	3	5	-3	-3	3	0	7	-4	1	-8
CCN(CC)CCN1C(=O)C(=O)/C(=C(/O)c2c(C)[nH]c(C(=O)OC)c2C)C1c1cccc(OC)c1 (centres undefined)	4	4	9	-1	6	-2	1	-5	-1	-2
CC(C)(C)S(=O)N1C[C@@H]2CC(=O)C=C2[C@H]1CCO (some centres undefined)	2	4	-10	4	5	16	1	2	3	·
CN(C)CCSc1nc(-c2ccccc2)nc2c1COC(C)(C)C2	-8	-8	3	2	2	1	-1	-4	0	6
CCCCNC(=O)/C=C/c1ccc(S(=O)(=O)Nc2ccc(OC)cc2)cc1	1	-7	0	-2	-11	1	-4	-2	3	-8
COc1ccc(Cc2nc3ccc(C(=O)N4CCCN(C=O)CC4)cc3o2)cc1	2	5	8	1	3	1	2	1	0	-5
CCOC(=O)C1CCN(Cc2coc3ccc(Cl)cc3c2=O)CC1	-1	2	2	1	10	5	2	2	0	0
C/C(Cc1ccccc1)=N\NC(=O)CNC(=O)c1ccccc1Br	0	-3	4	-1	0	-3	1	-5	1	0
Brc1ccc2[nH]c3c(NCc4ccccn4)ncnc3c2c1	14	9	3	2	8	-1	5	2	-5	·
O=C1CCCCCN1C(=O)c1ccc(C(=O)N2CCCCCC2=O)cc1	3	4	-3	7	-12	7	1	6	2	2
Cn1cnnc1SCC(=O)NCc1cccc(C(F)(F)F)c1	-1	0	-1	1	6	-1	-4	-8	3	5

Two entries picked at random from those above, as already listed:
SMILES	rCAG binder	NPR2 activator	TCR-CD3 inh	PRMT1 inh	mABHD4 FP	UHRF1 binding	GC-A act	MBD2 inh	SIAE primary	HTRA1 inhibitor
C/C(Cc1ccccc1)=N\NC(=O)CNC(=O)c1ccccc1Br	0	-3	4	-1	0	-3	1	-5	1	0
CN(C)CCSc1nc(-c2ccccc2)nc2c1COC(C)(C)C2	-8	-8	3	2	2	1	-1	-4	0	6

Later entries.
SMILES	rCAG binder	NPR2 activator	TCR-CD3 inh	PRMT1 inh	mABHD4 FP	UHRF1 binding	GC-A act	MBD2 inh	SIAE primary	HTRA1 inhibitor
CCOC(=O)C1(C)CCCCN1C(=O)c1ccc(N(C)C)cc1 (centres undefined)	-2	-2	3	0	1	-1	4	-2	4	·
FC(F)(F)c1cccc(Sc2cc(C(F)(F)F)nc(-c3ccccn3)n2)c1	0	-2	-6	2	-4	4	0	4	-3	0
CC[C@@H](CCC(=O)N(c1ccccc1)c1ccccc1)c1ccc(C)cc1	-1	-16	·	-3	-13	1	-24	1	3	·
Cc1cc(C)c2nc(SC3CCOC3=O)cc(C)c2c1 (centres undefined)	4	-2	4	0	-3	3	-2	-3	1	-11
CCN(CC(=O)NCCCN1CCOCC1)S(=O)(=O)c1ccc(F)cc1	-3	6	-3	5	-2	3	6	6	0	-7
C[C@H](CO)N1C[C@H](C)[C@@H](CN(C)Cc2ccc(C(=O)O)cc2)Oc2c(NS(=O)(=O)c3ccccc3)cccc2C1=O	9	-2	3	-2	1	-2	2	3	5	2
COc1ccc(S(=O)(=O)N2CCC(C(=O)NCc3cccs3)CC2)cc1	-3	1	-6	2	2	0	0	5	-2	1
Cc1ccc(-c2nnn(CC(=O)N(c3cccc(F)c3)C(C(=O)NC3CCCC3)c3ccco3)n2)o1 (centres undefined)	-1	-10	-6	-1	4	-3	-3	-1	-2	-5
CCCC[C@H]1C2CC(OC(=O)Nc3ccccc3C)C(C2)[C@H]2CCCCN21 (some centres undefined)	0	12	·	-5	4	1	2	4	-2	·
CCOC(=O)c1c(C)[nH]c(C(=O)CN2C(=O)C(=O)N(CC(C)C)C2=O)c1C	-1	-4	3	-2	-2	0	0	-3	2	-4
COc1cccc(S(=O)(=O)Nc2cccnc2)c1	3	7	1	-2	7	-2	-2	0	3	3
COC(=O)c1cnc(Nc2nc(C(N)c3ccccc3Cl)cs2)nc1C(F)(F)F (centres undefined)	8	5	2	1	6	-2	-2	1	-5	·
COC(=O)[C@@]12C[C@@H](CC(=O)N3CCCC3)C(=O)N(Cc3cccc4ccccc34)C1=CCC(C)(C)C2	6	11	6	-2	-3	0	-4	2	2	·
CCc1cccc(CC)c1NC(=O)c1ccccc1CCc1ccccc1	-2	-4	-7	1	-7	8	-5	6	-2	1
CNC(=O)Nc1cc(NC(=O)NC)cc(C(F)(F)F)c1	-4	3	-2	0	0	0	-1	3	2	-1
CCN1CCCC(CO)(Cc2ccccc2)C1 (centres undefined)	-1	-1	-3	-5	1	3	1	-2	1	5
CCc1nnc(NC(=O)CSc2nc3ccccc3c(=O)n2CCCOC)s1	-3	-3	3	-1	5	-2	-3	-3	-3	-5
COc1ccc(NC(NC(=O)c2ccc(OC)cc2)C(Cl)(Cl)Cl)cc1 (centres undefined)	2	-7	7	-3	-8	2	-7	-2	4	-5
Cc1cc(C(=O)OCC(=O)Nc2nccs2)c2ccccc2n1	7	-2	-2	10	-5	4	0	8	-9	-4
COc1cc2sc(-c3ccc(S(C)(=O)=O)cc3)c(-c3ccc4c(c3)OCO4)c2cc1OC	19	-4	-5	3	-7	-1	-4	-1	-1	-10
